Source: PubChem (National Center for Advancing Translational Sciences (NCATS))
S-ASM inh – inhibitors of human secretory acid sphingomyelinase | P17405 | placental ASM, HMU-PC fluorogenic substrate, 60 min | Potency, µM (highest dose often 57.5 µM), for inactives: at the top dose activity change, negative = inhibition, actives largely listed as inhibitors | 340,000 tested, 0.006% active | AID 504937; further: potency means the concentration at half of the fitted maximal effect
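Human placenta-derived ASM preincubated with compound 10 min at room temperature, then reacted with 9 uM (final) fluorogenic HMU-PC substrate for 60 min at 37 C. Stop solution raises pH to 10; fluorescence read at Ex 386/Em 447 nm.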
MBNL1 CUG block – inhibitors of human MBNL1 binding to CUG repeat RNA. Q9NR56. 280,000 tested, 0.036% active. TR-FRET MBNL1-His/biotin-(CUG)12 binding, 665/545 ratio. AID 2675. Potency, µM (series often up to 57.5 µM), inactives show top-dose activity change, negative = inhibition, most hits filed as inhibitors; active means well fitted inhibition curve with a large enough effect in the signal ratio, with a control signal flat, not every such curve was filed as active; inconclusive means small, poorly fitted or top-dose-only effect, or effect the other way, or a change in a side signal; inactive means no such curve, though single readings can be large or run the other way; the % refers to the signal ratio; further: potency means the concentration at half of the fitted maximal effect; on the % scale 0 is the no-effect control and ±100 the full control effect
Target sequence (Q9NR56 whole entry, looked up): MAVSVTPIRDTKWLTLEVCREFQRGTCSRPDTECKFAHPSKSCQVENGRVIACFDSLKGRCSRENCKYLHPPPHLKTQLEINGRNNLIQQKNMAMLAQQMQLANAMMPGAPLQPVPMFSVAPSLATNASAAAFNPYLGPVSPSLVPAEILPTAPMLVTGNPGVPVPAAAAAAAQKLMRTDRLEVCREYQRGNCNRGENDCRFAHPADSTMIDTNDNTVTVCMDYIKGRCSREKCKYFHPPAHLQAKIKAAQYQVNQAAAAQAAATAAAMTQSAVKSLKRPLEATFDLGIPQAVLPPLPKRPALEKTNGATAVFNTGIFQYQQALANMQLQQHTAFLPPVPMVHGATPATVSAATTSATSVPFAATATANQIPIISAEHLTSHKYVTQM
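Ratiometric TR-FRET (665 over 545 nm, excitation 340 nm) tracks disruption of MBNL1-His/biotin-(CUG)12 complex after 60 min at room temperature, with compounds at 92 nM to 58 uM final.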
a7 integrin act – integrin-mediated muscular dystrophy alleviation activation; 350,000 tested, 0.064% active; Potency, µM (series often up to 38.3 µM), without a hit: at the highest dose activation, actives largely listed as activators; alpha7betagal myoblasts, beta-gal FDG fluorescence, 48 h; AID 624291;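 further: potency means the concentration at half of the fitted maximal effect; 100% = response of the positive control SU9516; nearly all actives have a fitted effect of over 60% in size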
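alpha7betagal+/- myoblasts (passage 13, 250/well) treated 48 h at 37C with compounds at 1:260 dilution of DMSO stock. Lysed, then beta-galactosidase activity read as FDG fluorescence (ex 480/em 540) after 30 min, with pre-read for autofluorescence.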
Menin MLL FP TR – inhibitors of human menin-MLL interaction, mutant MLL peptide | Potency, µM (highest dose often 61.6 µM), inactives show at the top dose FP activity change, negative = inhibition, most hits filed as inhibitors | AID 1768 | Menin + Texas Red MLL mutant peptide, fluorescence polarization | 270,000 tested, 0.23% active | O00255; active means well fitted inhibition curve with a large enough effect in the polarisation, with a control signal flat, not every such curve was filed as active; inconclusive means small, poorly fitted or top-dose-only effect, or effect the other way, or a change in a side signal; inactive means no such curve, though single readings can be large or run the other way; the % refers to the polarisation; further: potency means the concentration at half of the fitted maximal effect; % of control where 0% means no effect; many of its hits are not listed in these tables
CXXC DNA block – blocks binding of human MLL CXXC domain to DNA; Potency, µM (top dose mostly 115 µM), inactives show at the top dose activity change, negative = inhibition, actives largely listed as inhibitors; MLL-CXXC / FITC-HOXA9 DNA fluorescence polarization; 290,000 tested, 0.037% active; Q03164; active means well fitted inhibition curve with a large enough effect in the polarisation, with a control signal flat, not every such curve was filed as active; inconclusive means small, poorly fitted or top-dose-only effect, or effect the other way, or a change in a side signal; inactive means no such curve, though single readings can be large or run the other way; the % refers to the polarisation; further: potency means the concentration at half of the fitted maximal effect
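Purified MLL-CXXC (added from a 7 uM solution) was preincubated 5 min at ambient with pinned compounds in 50 mM Tris-HCl pH 7.5, 50 mM NaCl, 1 mM DTT, 0.05% BSA. Fluorescein-labeled HOX-A9 DNA (50 nM solution) followed, 30 min, then polarization read.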
TCR activator – T cell receptor activation. primary human leukocytes, anti-CD3, IL-2 HTRF, 48 h. Potency, µM (top dose mostly 9.22 µM), without a hit: at the top dose activation of IL-2 secretion, usual class: activators. 330,000 tested, under 10 active. AID 504894; further: % of control where 0% means no effect
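IL-2 release read by HTRF sandwich (Eu cryptate donor, d2 acceptor, 665 nm emission) after 48 hr exposure of primary human leukocytes to compound together with anti-CD3 beads in the absence of co-stimulatory signals.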
PTAP TSG101 blk – blocks PTAP/TSG101 interaction to inhibit HIV-1 budding. Potency, µM (highest dose often 115 µM), without a hit: at the top dose activity change, negative = inhibition, actives largely listed as inhibitors. Fluorescence polarization, FITC-PTAP peptide / Tsg101 binding. 340,000 tested, under 10 active; active means well fitted inhibition curve with a large enough effect in the main read-out, with a control signal flat, not every such curve was filed as active; inconclusive means small, poorly fitted or top-dose-only effect, or effect the other way, or a change in a side signal; inactive means no such curve, though single readings can be large or run the other way; further: potency means the concentration at half of the fitted maximal effect; % of control where 0% means no effect
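FP read-out: FITC-PTAP peptide, 50 nM final, binding Tsg101 binding domain, 10 uM final; 20 min, r.t.; 10 mM HEPES pH 7.5, 0.15 M NaCl, 0.01% Tween 20, 3 mM EDTA, 0.1 mM TCEP.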
Mito fusion yeast – mitochondrial division inhibition or fusion activation | S. cerevisiae fusion-defective mutant growth rescue, CellTiterGlo 48 h | Potency, µM (highest dose often 46.1 µM), inactives show at the highest dose growth rescue (activation), actives largely listed as activators | 320,000 tested, 0.23% active;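 further: potency means the concentration at half of the fitted maximal effect; % of control where 0% means no effect; nearly all actives have a fitted effect of over 45% in size; temperature-sensitive fusion mutants such as fzo1-1 at 37 °C on non-fermentable ethanol glycerol medium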
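Growth-rescue viability read-out: after 48 h at the non-permissive 37C in glycerol/ethanol YPEG, yeast mitochondrial fusion mutants are measured by CellTiterGlo luminescence; compounds (23 nl pinned per well) restoring growth score as division inhibitors or fusion activators.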
AT treatment – potential ataxia-telangiectasia treatment; 320,000 tested, 0.19% active; Potency, µM (highest dose often 57.5 µM), inactives show at the top dose activation, most hits filed as activators; […] A-T fibroblasts, KAP-1 phosphorylation AlphaLISA; neocarzinostatin DNA damage 30 min before lysis; further: potency means the concentration at half of the fitted maximal effect; % of control where 0% means no effect; nearly all actives have a fitted effect of over 45% in size
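ATM-like activity read as KAP-1 phosphorylation via AlphaLISA donor/acceptor antibody pairs after lysis and 6 hr at 25C. Cells were ATM-null patient fibroblasts ([…], hTERT), dosed 60 min, then exposed to the DSB inducer NCS for 30 min.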
TSHR antag – blocks TSH signaling through the human TSH receptor | P16473 | activity change, negative = inhibition, % at 11.5 µM | TSHR-expressing cells, TSH-stimulated cAMP HTRF, 2 h; hits give low values | 330,000 tested, 0.2% active;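 active means activity change below a set negative limit, meaning inhibition stronger than a set level, cut at about -70% in these data; inconclusive means activity change between two set negative limits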; further: on the % scale 0 is the no-effect control and ±100 the full control effect
Target sequence (P16473 whole entry, looked up): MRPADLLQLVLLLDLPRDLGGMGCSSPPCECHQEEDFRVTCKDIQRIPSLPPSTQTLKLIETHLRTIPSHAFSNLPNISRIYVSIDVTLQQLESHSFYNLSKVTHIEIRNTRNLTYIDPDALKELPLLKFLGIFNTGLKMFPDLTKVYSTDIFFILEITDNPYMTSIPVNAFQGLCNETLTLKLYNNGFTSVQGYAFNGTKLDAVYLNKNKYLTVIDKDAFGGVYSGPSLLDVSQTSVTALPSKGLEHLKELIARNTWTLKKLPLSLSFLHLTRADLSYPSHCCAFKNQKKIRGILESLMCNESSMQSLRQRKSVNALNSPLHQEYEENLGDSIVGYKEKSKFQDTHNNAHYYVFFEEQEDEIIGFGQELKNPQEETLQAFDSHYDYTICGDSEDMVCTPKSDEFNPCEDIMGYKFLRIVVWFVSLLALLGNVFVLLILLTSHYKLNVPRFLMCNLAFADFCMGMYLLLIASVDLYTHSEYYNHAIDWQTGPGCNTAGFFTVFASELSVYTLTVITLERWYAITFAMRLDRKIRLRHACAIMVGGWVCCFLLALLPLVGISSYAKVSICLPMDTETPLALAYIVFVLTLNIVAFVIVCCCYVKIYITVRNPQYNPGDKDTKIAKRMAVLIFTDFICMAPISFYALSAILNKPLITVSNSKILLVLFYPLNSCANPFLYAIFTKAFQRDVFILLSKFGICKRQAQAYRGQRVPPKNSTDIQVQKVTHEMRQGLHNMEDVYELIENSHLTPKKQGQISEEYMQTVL
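TSHR-expressing cells, 200/well, pre-treated with compound, then stimulated with EC80 TSH (4nM final) for 2 hours at 37 deg C. cAMP measured by competitive HTRF: anti-cAMP cryptate antibody in lysis buffer plus cAMP-d2, read after 30 minutes at room temperature.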
The depositor's hits bear a star; i = inactive; ? = inconclusive; / = no result given; [ ] = another dose, or the depositor's remark. Unless noted, the call rests on the fitted dose curve; in most records, active means well fitted curve in the direction sought with a large enough effect; inconclusive means small, poorly fitted or top-dose-only effect, or another doubt; inactive means no such curve, though single readings can be large; an effect the other way counts as inactive or inconclusive.

smiles	S-ASM inh	MBNL1 CUG block	a7 integrin act	Menin MLL FP TR	CXXC DNA block	TCR activator	PTAP TSG101 blk	Mito fusion yeast	AT treatment	TSHR antag
Clc1nc2nc3n(c2nc1Cl)CCC3	8%	-2%	-6%	4%	2%	1%	-1%	24%	1%	6
COCCN(CC(=O)Oc1ccccc1P(=O)(OC)OC)Cc1ccccc1	3%	-4%	10%	/	-13%	2%	-2%	-2%	16%	-7
COc1cc(C(=O)O[C@H]2C/C(C)=C/CC[C@]3(C)O[C@@H]3C(O)C2C(C)C)cc(OC)c1OC (some centres undefined)	2%	-7%	0%	?	1%	13%	-10%	11%	7%	2
CCO/C=C1/C(=O)N(c2ccccc2OC)C(=O)c2ccccc21	i	-7%	?	25%	6%	3%	-3%	-1%	3%	-1
CN(C)S(=O)(=O)N(CC(=O)Nc1ccc(S(=O)(=O)N2CCCC2)cc1)c1ccccc1	-1%	-1%	1%	6%	-6%	2%	-2%	2%	4%	-1
CCCn1c(C(C)Nc2nc(C)cs2)nc2cc(Cl)c(Cl)cc21 (centres undefined)	-2%	0%	2%	-4%	1%	-5%	1%	5%	2%	-2
COc1ccc(-c2cc(C(F)F)n3ncc(C(=O)Nc4ccc(C(=O)N5CCOCC5)cc4)c3n2)cc1	22%	14%	-14%	?	0%	-1%	-4%	8%	0%	-9
CCOC(=O)c1cnc2c(-c3ccccc3)cnn2c1N	2%	-15%	13%	-4%	2%	6%	0%	3%	6%	-8
CN(C)S(=O)(=O)c1ccc(Cl)c(C(=O)OCC(=O)NC(=O)NC2CCCC2)c1	0%	/	-34%	/	/	11%	-4%	1%	-2%	-24
COc1cccc2cc(-c3nc4ccccc4o3)c(=O)oc12	52%[activator]	?	20%	2%	-3%	0%	-2%	0%	3%	-11
Nc1nc(-c2cc3c(cc2Cl)OCCO3)cs1	-3%	-4%	-4%	-1%	15%	/	0%	7%	-3%	1
Cc1nc(N2C(=O)C(=O)/C(=C(/O)c3ccccc3)C2c2ccco2)sc1C (centres undefined)	-1%	?	27%	17%	-12%	2%	-5%	-1%	1%	9

(next part)
smiles	S-ASM inh	MBNL1 CUG block	a7 integrin act	Menin MLL FP TR	CXXC DNA block	TCR activator	PTAP TSG101 blk	Mito fusion yeast	AT treatment	TSHR antag
O=C(Cn1c(=O)sc2ccccc21)NCc1ccccn1	-5%	3%	22%	-1%	1%	-3%	-1%	-5%	7%	-6
COc1ccc(C(=O)NNC(=O)CSc2nnc(C3CC3)n2C)cc1	0%	-2%	0%	13%	0%	-4%	-2%	-3%	-2%	-3
COc1cc(CN2CCNC(=O)C2CC(=O)N(Cc2nccn2C)C(C)C)cc(OC)c1 (centres undefined)	0%	5%	0%	/	-9%	-124%	0%	-5%	-2%	-4
CCOc1ccc(CCNS(=O)(=O)c2cnc[nH]2)cc1OCC	6%	-2%	5%	-25%	1%	0%	0%	-1%	13%	-1
CCOC(=O)NC(=O)C(=CNNc1ncc(C(F)(F)F)cc1Cl)C(=O)NC(=O)OCC	0%	/	-2%	5%	-2%	0%	0%	-7%	2%	-9
CCN(CC)S(=O)(=O)c1ccc(C(=O)NNc2nc(-c3ccccc3)c3cc(Br)ccc3n2)cc1	-9%	0%	10%	-7%	2%	-9%[46.1 µM]	-1%	-9%	-6%	-3
NS(=O)(=O)c1ccc(CNC(=O)Cc2ccsc2)cc1	2%	/	?	/	/	-5%	-1%	/	/	/
c1ccc2c(c1)Nc1cc3ccccc3cc1O2	/	/	5%	/	/	-3%	-5%	/	/	/
Cc1ccc(C2CC2C(=O)NNC(=S)Nc2cccc(Cl)c2)cc1 (centres undefined)	-19%	9%	-20%	25%	0%	-14%[46.1 µM]	-10%	10%	3%	-7
Cc1sc(NC(=O)c2ccco2)c(CN2CCC(C)CC2)c1C	2%	0%	2%	-7%	18%	4%	-2%	5%	8%	10
CCC(=O)c1ccc(OCC(=O)OCC(=O)N2CCN(c3ccc(OC)cc3)CC2)cc1	4%	/	-7%	/	/	7%	0%	4%	-2%	2
COc1cc(CC(=O)OCC(=O)NC2CCCCC2)cc(OC)c1OC	0%	-5%	-17%	7%	9%	0%	0%	-5%	16%	3

The list continues:
smiles	S-ASM inh	MBNL1 CUG block	a7 integrin act	Menin MLL FP TR	CXXC DNA block	TCR activator	PTAP TSG101 blk	Mito fusion yeast	AT treatment	TSHR antag
CC(=O)c1ccc(NC(=O)C2CC(=O)Nc3nc4ccccc4n32)cc1 (centres undefined)	0%	-17%	9%	/	2%	13%	1%	5%	0%	2
COc1ccc(Cc2noc(CN(C)C3CC(C)(C)NC(C)(C)C3)n2)cc1OC	3%	-5%	-14%	-11%	7%	-4%	-3%	-1%	-5%	30
COc1ccc(/C(O)=C2/C(=O)C(=O)N(CCN(C)C)C2c2ccccn2)cc1OC (centres undefined)	-1%	?	12%	/	0%	1%	-5%	1%	-5%	1
Cn1cc(Br)c(-c2cccc(N3C(=O)CC(C)(C)CC3=O)c2)n1	3%	/	-16%	/	-10%	-1%	-3%	9%	5%	-8
Cc1nn(-c2ccccc2)nc1C(=O)Nc1ccc2c(c1)OCCO2	-8%	1%	10%	/	6%	-80%	-4%	-3%	13%	-12
Cc1c(N2C(=O)c3cccc4cccc(c34)C2=O)c(=O)n(-c2ccccc2)n1C	4%	?	11%	-27%	1%	-13%	-4%	4%	/	/
O=C1c2ccccc2C(=O)c2[nH]cnc21	-1%	?	-18%	1%	4%	3%	-3%	-47%[inhibitor]	-11%	14
Cc1nc2nc(-c3cccnc3)[nH]n2c(=O)c1C	-1%	-4%	12%	-5%	-15%	0%	1%	1%	/	-3
CCc1ccc(N2CC(C(=O)Nc3ccc4c(c3)OCCO4)CC2=O)cc1 (centres undefined)	-23%	-2%	11%	1%	14%	-4%	-2%	-5%	-1%	-5
CCOC(=O)C1=C(COC(=O)/C=C/c2ccc(OC)c(OC)c2)NC(=O)NC1C (centres undefined)	5%	/	-25%	/	/	1%	-2%	-2%	-13%	-10
Cn1c(SCC(=O)Nc2ccc(N3CCOCC3)cc2)nnc1C(F)(F)F	4%	/	-5%	/	/	0%	-1%	-3%	-1%	0
O=C1NCCn2nc3ccccc3c21	6%	/	-17%	/	/	-4%	0%	9%	-4%	-3

Next compounds:
smiles	S-ASM inh	MBNL1 CUG block	a7 integrin act	Menin MLL FP TR	CXXC DNA block	TCR activator	PTAP TSG101 blk	Mito fusion yeast	AT treatment	TSHR antag
O=C(Nc1ccccc1)N1CCN(C(=O)Nc2ccccc2)CC1	/	-4%	/	-15%	1%	/	/	-15%	2%	-6
CCOc1ccccc1N	-2%	/	/	/	/	-5%	1%	12%	0%	48
Cc1ccc(OCC(=O)NC2CCCc3ccccc32)c(C)c1 (centres undefined)	-3%	-13%	-15%	?	16%	3%[46.1 µM]	-9%	21%	6%	-5
Cc1ccc(S(=O)(=O)N2CCN(c3ncnc4scc(-c5ccccc5)c34)CC2)cc1	-4%	/	15%	/	/	-17%	1%	/	/	/
COCCOC(=O)C1=C(C)NC2=C(C(=O)CC(C)(C)C2)C1c1ccc(N(C)C)cc1 (centres undefined)	20%	-3%	22%	4%	2%	4%	-2%	-1%	2%	-4
O=C(O)CC/C(=N\NC(=O)CNC(=O)c1ccc(F)cc1)c1ccccc1	7%	6%	-10%	/	14%	-1%	2%	0%	-1%	-3
O=C(O)C1CC=CCC1C(=O)Nc1ccccc1C(=O)N1CCN(c2ccc(F)cc2)CC1 (centres undefined)	3%	0%	1%	13%	-6%	-2%[46.1 µM]	1%	-1%	12%	-3
COc1ccccc1Oc1ccc2c(c1)C(=O)N(c1cccc(O)c1)C2=O	-19%	?	2%	42%[activator]	-6%	5%	2%	1%	5%	-7
CCCN1C2=NCCN2c2cc(C)c(C)cc21	1%	-2%	2%	-18%	-1%	-8%	1%	-1%	0%	-5
Cc1ccc(S(=O)(=O)n2nc(C)c(S(=O)(=O)N3CCCCC3)c2C)cc1	2%	-3%	21%	-27%	1%	-4%	-4%	-4%	-3%	-8
Cc1ccc2c(CNCc3ccco3)cc(=O)oc2c1	-2%	6%	-1%	-28%	6%	0%[46.1 µM]	-9%	2%	2%	-9
C[C@H](NS(=O)(=O)c1ccc(Cl)cc1)C(=O)OCC(=O)Nc1cc(S(=O)(=O)N2CCOCC2)ccc1Cl	1%	/	11%	/	/	9%	-2%	/	/	/

Some of the compounds tested (hit frequency here may not be typical).
